14-3-3 Bad inh – disrupts binding of bovine 14-3-3 zeta to phospho-Bad peptide. AID 781. inhibition, % at 21.7 µM. TR-FRET 14-3-3zeta/Dy647-pBad peptide displacement, 1 h. P63103. 0.71% of 220,000 active;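 active means inhibition above about 70%, limit read from the data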;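 further: 0% = full 14-3-3 plus peptide FRET controls and 100% = background without 14-3-3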
EP2 antag – blocks the human prostaglandin E2 receptor EP2. P43116. C6 glioma cells expressing human EP2, cAMP TR-FRET; cells stimulated with saturating PGE2. inhibition, % at 25 µM. 0.52% of 260,000 active;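 active means percent inhibition above 40 after rounding to a whole number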;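 further: rat C6 glioma host cells with rolipram phosphodiesterase inhibitor present; the protocol text gives 20 µM as final concentration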
TRPML3 ag – activates the human TRPML3 channel | Q8TDD5 | HEK293 TRPML3-YFP, Fluo-8 calcium fluorescence; 100% = the carbachol control signal | activation, % at 3 µM | 0.29% of 220,000 active | AID 1448;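 active means activation above its plate's cutoff, the mean activation of the plate's test wells plus 3 SD, cut at about 12% in these data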;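 further: 0% = DMSO only wells and 100% = carbachol wells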
Target sequence (Q8TDD5 whole entry, looked up): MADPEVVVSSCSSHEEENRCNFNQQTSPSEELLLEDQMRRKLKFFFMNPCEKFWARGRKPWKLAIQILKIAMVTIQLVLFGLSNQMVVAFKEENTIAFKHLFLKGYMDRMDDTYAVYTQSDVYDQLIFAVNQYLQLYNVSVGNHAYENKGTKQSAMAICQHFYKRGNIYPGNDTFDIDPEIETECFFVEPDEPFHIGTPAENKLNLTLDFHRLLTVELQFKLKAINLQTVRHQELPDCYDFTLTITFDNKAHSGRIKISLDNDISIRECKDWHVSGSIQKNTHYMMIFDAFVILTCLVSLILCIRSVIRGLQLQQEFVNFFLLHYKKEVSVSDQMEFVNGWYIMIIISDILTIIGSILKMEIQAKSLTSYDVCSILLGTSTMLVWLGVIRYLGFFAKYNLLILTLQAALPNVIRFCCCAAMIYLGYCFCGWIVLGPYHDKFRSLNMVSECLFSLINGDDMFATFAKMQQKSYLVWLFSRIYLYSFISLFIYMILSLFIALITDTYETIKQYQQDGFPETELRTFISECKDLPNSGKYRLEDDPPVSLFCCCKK
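system = HEK293 cells stably carrying human TRPML3-YFP | doses = one concentration, 3 µM nominal, 0.3% DMSO | timing = dye loading 1 h 37 °C then 30 min ambient, 125 s read | detection = Fluo-8 calcium dye fluorescence, ex 470-495, em 515-575 nm | benchmarks = high control carbachol 87 µM, low control DMSO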
NPY1 pot ag – potentiators or agonists of human neuropeptide Y receptor Y1. P25929. NPY-Y1 expressing cells, potentiator/agonist activation. activation, % at 3.6 µM. 0.37% of 220,000 active. AID 1304; in the data active means activation above about 33%, passing the limit was not always enough;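 further: cells stimulated with NPY at EC10 then isoproterenol at EC100; 0% = low agonist plus stimulus and 100% = saturating agonist plus stimulus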
Target sequence (P25929 whole entry, looked up): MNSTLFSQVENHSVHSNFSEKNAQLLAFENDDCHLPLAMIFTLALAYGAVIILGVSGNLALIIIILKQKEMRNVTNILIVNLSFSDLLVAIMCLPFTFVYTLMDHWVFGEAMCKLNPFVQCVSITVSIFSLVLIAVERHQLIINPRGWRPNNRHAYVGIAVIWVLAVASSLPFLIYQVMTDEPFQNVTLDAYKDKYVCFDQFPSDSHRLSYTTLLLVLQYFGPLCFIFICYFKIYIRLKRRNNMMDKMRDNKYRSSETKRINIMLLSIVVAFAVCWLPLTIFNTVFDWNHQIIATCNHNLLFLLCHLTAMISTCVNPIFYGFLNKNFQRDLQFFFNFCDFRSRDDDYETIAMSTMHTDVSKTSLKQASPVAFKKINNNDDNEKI
CHOP inhibitor – inhibitors of CHOP induction in ER stress response; CHO-K1 CHOP-promoter luciferase, tunicamycin-induced, 15-18 h; inhibition, % at 10 µM; 3.8% of 220,000 active; AID 2732;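 active means compounds that reduced the stress-induced luciferase reporter signal by more than about 70% of percent inhibition, limit read from the data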;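 further: 0% = tunicamycin plus vehicle and 100% = wells without tunicamycin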
EP2 modulator – modulators of human EP2 prostaglandin E2 receptor; P43116; induction, % at 25 µM; 0.83% of 260,000 active; AID 940; EP2-expressing cells, cAMP HTRF FRET, PGE2 co-stimulation;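 active means compounds whose cAMP rise, as percent of the full-agonist control response, exceeds 60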;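 further: rat C6 glioma line stably carrying human EP2 under a CMV promoter; the protocol text gives 20 µM as final concentration; 100% = response of wells given 1 µM PGE2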
PPC-1+TRAIL kill – PPC-1 cancer cell killing with TRAIL present | PPC-1 cells + TRAIL, ATPLite viability luminescence | 0.41% of 220,000 active | cell killing (% activity), % at 4 µM;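 active means cell killing above 50% in the first pass at 4 µM, then a duplicate retest at 5 µM averaging 50% or more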;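 further: plate controls were cells with TRAIL plus DMSO for no effect and medium-only wells lacking cells for full effect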
NPY-Y1 antag – blocks the human neuropeptide Y Y1 receptor | P25929 | 1% of 200,000 active | HEK293-CNG Y1 cells, membrane potential fluorescence; NPY at EC95, then isoproterenol | inhibition, % at 3.6 µM;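 active means inhibition above the campaign mean inhibition of all tested compounds plus 3 SD, cut at about 20% in these data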;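 further: 0% = DMSO wells given NPY plus isoproterenol and 100% = isoproterenol alone without NPY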
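Benchmarks – high control isoproterenol alone, low control NPY with isoproterenol · Material – HEK293 Y1/CNG channel cell line · Times – dye 3 h, compound 60 min room temperature, stimulation 45 min · Probe or stimulus – NPY (25 nM), isoproterenol (1 µM), Ro 20-1724 (25 µM) · Evaluation – % inhibition of NPY effect · Signal – fluorescence, membrane potential probe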
zfTRPN1 agonist – activates the zebrafish TRPN1 channel; AID 1424; activation, % at 3 µM; 0.18% of 220,000 active; HEK293 zebrafish TRPN1-YFP, Fluo-8 calcium fluorescence; 100% = response to 87 µM carbachol;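 active means activation above its plate's cutoff, the mean activation of test wells on that plate plus 3 SD, cut at about 19% in these data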;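 further: 0% = DMSO alone and 100% = 87 µM carbachol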
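Material: zebrafish TRPN1-YFP in HEK293 cells. Doses: one dose of 3 µM, 0.3% DMSO. Incubation: dye 1 h 37 °C plus 30 min RT. Measured by: intracellular calcium fluorescence with Fluo-8.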
Numbers without * were called inactive; x = not tested or not shown; & = joins results of further samples; [ ] = remark or other dose. A portion of the library. The share of hits here may be higher or lower than overall.

SMILES	14-3-3 Bad inh	EP2 antag	TRPML3 ag	NPY1 pot ag	CHOP inhibitor	EP2 modulator	PPC-1+TRAIL kill	NPY-Y1 antag	zfTRPN1 agonist
O=C1C2=C(CCCC2)C(=O)N1CNc1ccccc1	-2	12	0.3	6	26	-4	5	x	0.7
COc1ccc(OCC(=O)Nc2ccc(C)cc2)cc1	-3	7	0.1	-2	-4	-21	30	1	-0.8
Cn1nc(-c2ccccc2)cc1NC(=O)c1cccs1	4	6	0.8	18	-9	6	-9	x	0.4
O=C(CSc1nccn1-c1ccccc1)N1CCc2ccccc21	-2[fluorescence artefact?]	15	0.7	-14	14	-10	13	-2	-0.4
CC(C)(C)n1nnnc1CN1CCN2CCCC2C1 (configuration not stated)	47	3	1.0	4	9	3	6	0	2.0
CCOC(=O)c1c(/N=C/c2cccc([N+](=O)[O-])c2O)sc(C)c1C	3[fluorescence artefact?]	7	0.1	-1	24	-8	27	3	-1.1
CN(C)C(=O)COc1ccc2cc(-c3ccccc3)c(=O)oc2c1	-3	9	0.5	-24	-27	-68	16	8	1.8
CCCCOc1ccc(CN2CCCCC2)cc1	0[fluorescence artefact?]	6	0.3	-13	31	20	16	6	-0.1
CN(Cc1cccc2cnccc12)C(=O)CCc1nnc(CCc2ccccc2)o1	-6	1	1.4	3	-1	14	10	-2	1.2
CCC(OC(=O)c1cc2sccc2n1C)C(=O)NCc1ccco1 (configuration not stated)	0	11	-0.2	-20	37	-6&-46	-4	-5	-1.8
CCCCC(=O)Nc1nnn(CCC)n1	0	16	-0.5	-2	23	15	3	1	-0.1
N#C/C(=C/c1cn(CC(=O)O)c2ccccc12)C(=O)Nc1ccccc1	-13	4	1.2	8	-9	13	13	-1	0.1
OCCOCCOc1ccc(-c2nn[nH]n2)cc1	8	4	-0.3	7	14	3	5	-5	1.6
O=C(OCCN1C(=O)c2ccccc2C1=O)c1cc(S(=O)(=O)N2CCOCC2)ccc1F	-3	17	-0.1	-15	14	15	21	2	-2.5
Cc1cccc(N2C(=O)CC(NNc3nc4ccccc4s3)C2=O)c1 (configuration not stated)	-1	7	0.9	-6	-3	-17	27	-4	5.5
CCOC(=O)N1CCN(C(=S)NC2CCCCC2)CC1	3[fluorescence artefact?]	4	-0.7	3	14	17	1	3	1.1
COc1cccc(-c2noc(CCCC(=O)Nc3ccc(C(N)=O)cc3)n2)c1	-15	6	0.6	-2	2	-58	18	-4	-0.4
C[n+]1nc(Nc2ccccc2)sc1-c1ccc(C(=O)O)cc1	6	x	x	x	-6	16	3	x	x
Cc1nc2ccc(S(=O)(=O)Nc3cccc(-c4nc5cccnc5s4)c3C)cc2s1	-7[fluorescence artefact?]	19	5.0	-5	54	-60	9	2	8.8
CCOc1ccc(NC(=O)N2CCC(n3c(=O)[nH]c4ccccc43)CC2)cc1	0	7	x	x	1	7	19	x	x
CC(=O)N1CCc2ccccc2C1CC(=O)O (configuration not stated)	-1	8	0.9	-4	-4	1	-7	-2	1.8
COCc1nnc(NC(=O)CCSc2ccccc2)s1	-4	4	-0.4	2	5	4	20	10	-0.1
C/C(=N\Nc1ccc([N+](=O)[O-])cc1)c1ccc(N)cc1	11	10	0.7	8	-16	-24	15	0	1.2
CC(C)CNS(=O)(=O)c1ccc(S(=O)(=O)N2CCCN(Cc3ccccc3)C2)cc1	12	10	0.2	0	37	-3	11	9	-0.5
C=CCNC(=S)N1CCc2c([nH]c3ccccc23)C1C (configuration not stated)	-6	24	0.1	25	16	-50	0	-5	-0.4
CNc1nc(SCC(=O)OC)nc(N2CCOCC2)n1	1	8&9	0.6	-5	-24	-7&-16	5	1	0.8
Cn1c(SCCOc2ccccc2Cl)nnc1-c1ccncc1	4	7	0.1	15	2	-7	5	3	0.2
COC(=O)N/N=C(\C)c1ccc(OC(F)F)cc1OC(F)F	8	7	0.4	20	8	9	8	8	0.1
COCc1cc(=O)n2[nH]c(-c3cccc(Br)c3)cc2n1	11	11	-0.1	-7	-37	-2	23	-1	0.6
Cc1ccc(-n2ncc3c(NCCCN4CCCC4=O)ncnc32)c(C)c1	-7[fluorescence artefact?]	4	-0.5	-12	33	14	6	-1	-0.5
Cn1cnnc1SCC(=O)Nc1sc2c(c1C(N)=O)CCC2	16	7	0.3	15	46	-16	-18	-5	0.1
FC(F)(F)c1cc(-c2ccco2)nc(NCc2ccco2)n1	-7	4	-0.2	-12	54	39	-10	4	0.2
COc1cccc(-c2nnc(SCCC(=O)O)n2C)c1	1	6	0.7	0	-7	1	20	6	-0.2
O=C(Oc1ccccc1N1C(=O)C2CCCCC2C1=O)c1ccccc1 (configuration not stated)	-2	x	-0.4	-6	6	-8	-1	4	0.3
CC1CCCC(C)N1NC(=O)c1cccc(S(=O)(=O)N2CCc3ccccc32)c1 (configuration not stated)	-9	2	6.6	-17	27	-38	9	9	0.0
O=C(NCCc1ccccc1)C1CCCN(S(=O)(=O)c2cccc3nonc23)C1 (configuration not stated)	-9	11	0.5	6	26	22	24	-1	-1.6
CSc1n[nH]c(NC2=CC(=O)CCC2)n1	6[fluorescence artefact?]	8	0.8	10	-18	9	-15	6	0.5
Cc1cc(C(F)F)n2ncc(C(=O)N3CCc4ccccc4C3)c2n1	9	10	-0.1	14	10	32	18	3	-0.6
CC(=O)N1c2c(cc(Br)cc2S(=O)(=O)NCc2ccc3c(c2)OCO3)CC1C (configuration not stated)	-3[fluorescence artefact?]	6	0.8	-5	-13	5	4	8	-0.1
Cc1ccc(S(=O)(=O)CCc2ccccn2)cc1	-2	8	0.8	-11	-8	2	1	-3	1.2
O=C(Nc1nnc(Cc2ccc(Cl)cc2)s1)c1ccco1	-5	14	0.7	-26	-15	-5	9	7	-0.6
COc1ccc([N+](=O)[O-])cc1NC(=O)c1cn(-c2ccc(C)c(C)c2)c(=O)c2ccccc12	-15	7	-0.2	-27	54	-5	22	-2	0.6
O=C(Nc1nccs1)c1ccc(Cl)cc1[N+](=O)[O-]	2	13	0.2	7	18	-5	-3	7	-0.7
CCOc1c(S(=O)(=O)N2CCCC2)ccc(Cl)c1Cl	-6	14	19*	-31	45	-34	10	-3	0.0
COc1ccc(OC)c(NC(=O)CCNC(=O)Cn2cnc3ccccc3c2=O)c1	4	2	0.2	-10	3	-13	9	-1	-0.5
O=C(NC1CC1)c1cc2c(s1)CS(=O)(=O)C2	-5	4	1.0	8	7	19	5	-9	1.2
O=C(O)/C=C/c1ccc2ccccc2n1	0	5	0.9	-20	38	25	20	4	-0.9
O=c1cc(CSc2nnc(COc3ccc(Cl)cc3)o2)c2ccccc2[nH]1	4	5&2	-1.1	-39	45	-40&-85	23	1	-0.9
N#Cc1ccsc1NC(=O)c1cccc([N+](=O)[O-])c1	-8	6	2.4	-11	14	-77	38	2	3.8
Cc1ccc(-n2c(O)cnc2Nc2nc(C)cc(C)n2)cc1	-8	x	0.2	-7	16	-8	-14	-1	0.7
Cc1ccc(NC(=S)N(CCCN2CCOCC2)Cc2cccnc2)cc1C	0	9	1.5	6	25	12	11	-2	-0.3
O=C(Nc1nc(-c2cccs2)cs1)C1=COCCO1	3	13	0.4	7	31	-25	14	0	-1.3
COc1ccc(-n2ncc3c(=O)n(CC(=O)N4c5ccccc5CC4C)cnc32)cc1 (configuration not stated)	-5	12	0.6	-42	24	2	11	6	-0.1
CCN1C(=O)c2cccc3c(S(=O)(=O)N(C(=O)c4ccncc4)c4ccc(OC)cc4)ccc1c23	0	9	0.2	-11	30	-26	10	-5	-0.2
Cc1ccc(C)c(NC(=O)COC(=O)c2ccc3c(c2)OCO3)c1	-9	4	1.7	2	1	12	28	1	1.1
Cc1cccc(NC(=O)CN(C)S(=O)(=O)c2cccc3cccnc23)c1	6	19	-0.1	-5	24	-40	-6	5	0.4
O=C(/C=C/c1ccc(Cl)c([N+](=O)[O-])c1)Nc1ccc(NC(=O)c2ccco2)cc1	13	6	1.1	14	26	1	13	-2	0.3
Fc1ccc(-c2cc(-c3cccs3)cc(-c3ccccc3)n2)cc1	10	11	0.7	-14	26	26	1	x	-0.1
COc1ccc(OC)c(Nc2nc(-c3sc(NC(=O)c4ccccc4)nc3C)cs2)c1	-10	11	0.6	-13	49	18	4	5	2.1
Cc1cccc(N2CC(O)(c3cccs3)[N+]3=C2CCCC3)c1C (configuration not stated)	-2	5	0.4	0	4	32	18	7	0.8

3 entries from above, reformatted.
Structure: COc1ccc(-n2ncc3c(=O)n(CC(=O)N4c5ccccc5CC4C)cnc32)cc1 (configuration not stated)
  14-3-3 Bad inh: -5	EP2 antag: 12	TRPML3 ag: 0.6	NPY1 pot ag: -42	CHOP inhibitor: 24	EP2 modulator: 2	PPC-1+TRAIL kill: 11	NPY-Y1 antag: 6	zfTRPN1 agonist: -0.1
Structure: CCN1C(=O)c2cccc3c(S(=O)(=O)N(C(=O)c4ccncc4)c4ccc(OC)cc4)ccc1c23
  14-3-3 Bad inh: 0	EP2 antag: 9	TRPML3 ag: 0.2	NPY1 pot ag: -11	CHOP inhibitor: 30	EP2 modulator: -26	PPC-1+TRAIL kill: 10	NPY-Y1 antag: -5	zfTRPN1 agonist: -0.2
Structure: O=C(/C=C/c1ccc(Cl)c([N+](=O)[O-])c1)Nc1ccc(NC(=O)c2ccco2)cc1
  14-3-3 Bad inh: 13	EP2 antag: 6	TRPML3 ag: 1.1	NPY1 pot ag: 14	CHOP inhibitor: 26	EP2 modulator: 1	PPC-1+TRAIL kill: 13	NPY-Y1 antag: -2	zfTRPN1 agonist: 0.3

Additional results.
SMILES	14-3-3 Bad inh	EP2 antag	TRPML3 ag	NPY1 pot ag	CHOP inhibitor	EP2 modulator	PPC-1+TRAIL kill	NPY-Y1 antag	zfTRPN1 agonist
O=C(NCc1ccccn1)c1coc(=O)c(Br)c1	-4	12	0.2	-19	-1	16	-4	9	-0.9
COC(=O)Nc1ccc(S(=O)(=O)N2CCCC(C(=O)NC3CCCCC3)C2)cc1 (configuration not stated)	-10	4	1.4	3	2	-4	-8	2	1.1
CN(C)C(=O)CSc1nnc(-c2cnccn2)n1C	12	0	0.1	-1	8	9	22	1	1.4
O=C(CCN1C(=O)c2ccc([N+](=O)[O-])cc2C1=O)Nc1ccccc1C(=O)O	1	4	-0.1	7	12	-16	5	x	0.7
CCOC(=O)N1CCN(Cc2nc(N)nc(Nc3ccc(C)cc3)n2)CC1	-10	8	-0.1	-9	30	-17	-6	2	-0.6
COC(=O)C1=C(C(=O)OC)C(c2ccc(OC)c(OC)c2)c2sc(=O)[nH]c2S1 (configuration not stated)	-13	8	0.5	-2	1	33	17	1	-1.3
CCOC(=O)/C=C/c1nc(C(=O)OCC)c(C)c(=O)[nH]1	1	16	0.1	10	40	10	9	x	0.0
O=C1c2ccccc2C(=O)N1/N=C/c1ccc(O)c(O)c1	-5	8	0.3	10	70*	9	14	-3	0.2
